High-throughput results (PubChem)
CF NFkB block = inhibitors of PAF-induced NF-kB signaling, primary screen, cell-based, GFP fluorescence, uHTS; AID 588850, 2011; inhibition, % at 5 µM; KKLEB NF-kB-GFP reporter, GFP fluorescence overnight; actives 0.86% (n = 360,000);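 active = at least 50% inhibition at 5 µM, scaled per plate between neutral and stimulator controls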;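 note: PAF is a Pseudomonas aeruginosa culture filtrate used as stimulus; plate controls were PAF-stimulated DMSO wells for no effect and unstimulated DMSO wells for full effect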
TWEAK Fn14 block = inhibitors of TWEAK-Fn14 signaling, primary screen, luciferase reporter cells, uHTS; TWEAK-stimulated Fn14 reporter cells, luciferase luminescence, 8 h; inhibition, % at 10 µM; actives 2% (n = 360,000); in the data active = inhibition above about 50%
TRAIL sens C8 = viability loss with TRAIL in NB7+C8 cells, primary screen, TRAIL sensitizer project, cell-based, ATPlite luminescence | AID 624354, 2012 | inhibition (viability loss, TRAIL sensitization), % at 10 µM | actives 1% (n = 360,000);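 active = compounds causing at least 50% loss of cell viability in the single-dose screen, relative to plate controls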
TROY signal inh = inhibitors of TROY-driven NF-kB signaling, primary screen, Q293 LMP1-TROYcd cells, NF-kB luciferase, uHTS; Q293 LMP1-TROYcd NF-kB luciferase reporter, 4 h; inhibition, % at 10 µM; actives 0.98% (n = 360,000);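 active = compounds whose plate-normalised and pattern-corrected inhibition of the luciferase reporter signal at the single screening dose is 50% or more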
LMP1 NFkB inh = EBV LMP1-driven NF-kappaB luciferase reporter inhibitors, primary screen, cell-based, luminescence, single point. LMP1-induced NF-kappaB luciferase reporter cells. inhibition, % at 12.5 µM. actives 0.69% (n = 350,000); in the data active = inhibition above about 41%;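 note: 0% = neutral control wells and 100% = reference inhibitor control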
SRC1 inh = SRC1 coactivator transcriptional activity inhibitors, primary screen, cell-based, luminescence. Nuclear receptor coactivator 1 (Homo sapiens), Q15788. HEK293 GAL4-SRC1 luciferase reporter. inhibition, % at 3.6 µM. actives 0.12% (n = 360,000);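 active = inhibition above the campaign mean plus 3 SD, with each screening campaign given its own cutoff, cut at about 60% in these data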;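 note: 0% = DMSO treated cells and 100% = gossypol at 36 µM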
Shn3 inh set2 = reduction of Shn3 3'UTR firefly luciferase signal, primary screen, Schnurri-3 inhibitor project, cell-based, Clone20 osteoblasts, set 2; AID 588674, 2011; actives 0.52% (n = 360,000); Clone20 osteoblast Shn3 3'UTR firefly luciferase, 24 h; inhibition, % at 12.5 µM;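 active = mean inhibition of at least 75% with every replicate also reaching 75%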;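 note: 0% = median of neutral control wells and 100% = pilot-screen positive control compound; some compounds past the cut are filed as inactive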
NR5A2 inv ag = LRH-1 (NR5A2) inverse agonists, primary screen, cell-based, luminescence, HEK293T, StAR-luciferase reporter | Nuclear receptor subfamily 5 group A member 2 (Homo sapiens), O00482 | LRH-1 transfected, 24 h | inhibition, % at 3.6 µM | actives 0.13% (n = 360,000) | AID 602396, 2012;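 active = inhibition above the mean inhibition of all tested compounds plus 3 SD, cut at about 73% in these data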;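 note: 0% = DMSO wells and 100% = reporter-only cells lacking LRH-1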
Target sequence (O00482 whole entry, looked up): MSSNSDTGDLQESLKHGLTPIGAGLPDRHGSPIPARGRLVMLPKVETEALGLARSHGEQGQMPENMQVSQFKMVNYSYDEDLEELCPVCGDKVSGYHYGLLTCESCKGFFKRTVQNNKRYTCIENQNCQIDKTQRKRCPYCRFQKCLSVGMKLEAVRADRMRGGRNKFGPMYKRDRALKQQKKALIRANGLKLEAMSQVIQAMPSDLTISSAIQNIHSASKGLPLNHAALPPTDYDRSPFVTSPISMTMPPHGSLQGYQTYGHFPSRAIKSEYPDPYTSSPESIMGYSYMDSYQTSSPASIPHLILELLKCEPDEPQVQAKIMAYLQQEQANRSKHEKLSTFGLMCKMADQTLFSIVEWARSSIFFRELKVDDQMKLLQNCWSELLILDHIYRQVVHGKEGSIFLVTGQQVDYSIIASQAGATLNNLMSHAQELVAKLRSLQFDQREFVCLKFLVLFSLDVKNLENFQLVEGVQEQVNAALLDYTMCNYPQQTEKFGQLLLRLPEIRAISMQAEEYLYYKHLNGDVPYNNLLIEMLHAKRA
KKLEB tox = cytotoxicity in KKLEB CF airway cells, primary screen, cytotoxicity control for CF NF-kB inhibitor project, cell-based, uHTS, fluorescence assay plates | actives 0.36% (n = 360,000) | KKLEB CF airway cells viability, ATPlite luminescence, overnight; hits give low values; cells stimulated with P. aeruginosa culture filtrate | activity change (cytotoxicity), % at 5 µM;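 active = corrected activity change at or below -50% at 5 µM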
SRC3 inh = SRC3 coactivator transcriptional activity inhibitors, primary screen, cell-based, luminescence; AID 588352, 2011; HEK293 GAL4-SRC3 luciferase reporter; Nuclear receptor coactivator 3 (Homo sapiens), Q9Y6Q9; actives 0.17% (n = 360,000); inhibition, % at 3.6 µM;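 active = inhibition above a per-campaign cutoff, the mean of all compounds plus 3 SD, cut at about 60% in these data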;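 note: 0% = DMSO-treated cells and 100% = gossypol-treated cells at 36 µM; higher means less SRC3-driven luciferase light from the GAL4 reporter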
COUP-TFII inh = NR2F2 transcriptional activity inhibitors, primary screen, cell-based, luciferase reporter, HEK293T, luminescence. HEK293T NGFI-A luciferase reporter. inhibition, % at 8.6 µM. actives 0.7% (n = 370,000). AID 686940, 2013;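 active = inhibition above a per-plate cutoff, mean inhibition of test wells between control levels plus 3 SD, cut at about 38% in these data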;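 note: cells cotransfected with COUP-TFII expression vector driving the NGFI-A reporter; 0% = median of COUP-TF2 test wells and 100% = reporter-only cells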
Target sequence (P24468 whole entry, looked up): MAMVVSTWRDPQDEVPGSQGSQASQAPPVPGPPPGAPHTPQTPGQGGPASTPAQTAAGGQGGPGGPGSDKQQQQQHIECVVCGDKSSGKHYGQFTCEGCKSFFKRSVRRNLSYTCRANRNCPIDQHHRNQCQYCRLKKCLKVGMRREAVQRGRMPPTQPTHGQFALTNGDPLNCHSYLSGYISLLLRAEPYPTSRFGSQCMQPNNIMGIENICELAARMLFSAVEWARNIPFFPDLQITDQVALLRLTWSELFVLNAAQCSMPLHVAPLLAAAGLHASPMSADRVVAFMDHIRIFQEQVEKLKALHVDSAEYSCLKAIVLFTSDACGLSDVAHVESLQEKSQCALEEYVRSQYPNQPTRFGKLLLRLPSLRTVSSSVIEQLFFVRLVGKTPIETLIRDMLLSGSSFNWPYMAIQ
* marks the source's active call; other numbers are inactive results; nt = no result given; & = joins results of further samples.

SMILES	CF NFkB block	TWEAK Fn14 block	TRAIL sens C8	TROY signal inh	LMP1 NFkB inh	SRC1 inh	Shn3 inh set2	NR5A2 inv ag	KKLEB tox	SRC3 inh	COUP-TFII inh
O=Cc1ccc2noc(-c3ccc(F)cc3)c2c1	23	3	-18	-50	-10	-16	nt	-40	7	-66	-9
CC(C)C[C@@H](CN1CCC[C@@H]1CN1C(=S)NC[C@@H]1Cc1ccccc1)N1C[C@H](Cc2ccc(O)cc2)N(CCc2ccccc2)C1=S	23	12	-14	-5	nt	11	-6	6	-3	-57	2
CC(C#N)Sc1nnc(Nc2ccccc2)s1 (stereo not drawn)	0	12	-1	-13	-6	-2	7	-16	-6	5	-11
O=C(NCc1n[nH]c(=S)n1-c1cccc(C(F)(F)F)c1)c1ccco1	-6	42	-4	-12	-5	3	6	6	-15	9	-11
Cc1ccc(N(C(=O)Cn2nnc3ccccc32)C(C(=O)NCc2ccco2)c2ccc(C)o2)cc1 (stereo not drawn)	5	4	-12	-14	5	-14	-15	-11	14	-72	0
COC(=O)c1cc2ccccc2c(-c2c(O)ccc3ccccc23)c1O	-13	22	1	8	4	-7	-12	2	11	20	-1
CCOc1ccc(OCCC(=O)OCC(=O)Nc2ccc(N3CCOCC3)cc2)cc1	-20	10	7	10	7	1	9	-10	18	-4	8
CCOc1ncccc1C(=O)OCc1cc(=O)oc2c(C)c(C)ccc12	21	10	2	-7	4	1	-3	-11	-20	-2	3
COC(=O)c1sccc1NC(=O)CSCCc1ccccn1	18	1	17	-17	-2	10	6	-6	-8	23	-4
CC(C)c1ccc(S(=O)(=O)NC2CCCC2)cc1	0	10	-3	0	-3	-19	13	-10	-2	9	-8
CCN1CCN(C(=O)C2CCC(CNS(=O)(=O)c3ccccc3)CC2)CC1 (stereo not drawn)	1	0	0	-2	-7	-12	1	21	-3	3	6
CC(=O)N(C)c1ccc(NC(=O)Cc2cccs2)cc1	-14	-4	0	10	-3	-20	-34	-37	10	-37	-23

Rewritten with values under each structure: entries from further up
Values run as follows: CF NFkB block | TWEAK Fn14 block | TRAIL sens C8 | TROY signal inh | LMP1 NFkB inh | SRC1 inh | Shn3 inh set2 | NR5A2 inv ag | KKLEB tox | SRC3 inh | COUP-TFII inh
- O=Cc1ccc2noc(-c3ccc(F)cc3)c2c1
 : 23 | 3 | -18 | -50 | -10 | -16 | nt | -40 | 7 | -66 | -9
- CC(C)C[C@@H](CN1CCC[C@@H]1CN1C(=S)NC[C@@H]1Cc1ccccc1)N1C[C@H](Cc2ccc(O)cc2)N(CCc2ccccc2)C1=S
 : 23 | 12 | -14 | -5 | nt | 11 | -6 | 6 | -3 | -57 | 2
- CC(C#N)Sc1nnc(Nc2ccccc2)s1 (stereo not drawn)
 : 0 | 12 | -1 | -13 | -6 | -2 | 7 | -16 | -6 | 5 | -11
- O=C(NCc1n[nH]c(=S)n1-c1cccc(C(F)(F)F)c1)c1ccco1
 : -6 | 42 | -4 | -12 | -5 | 3 | 6 | 6 | -15 | 9 | -11
- Cc1ccc(N(C(=O)Cn2nnc3ccccc32)C(C(=O)NCc2ccco2)c2ccc(C)o2)cc1 (stereo not drawn)
 : 5 | 4 | -12 | -14 | 5 | -14 | -15 | -11 | 14 | -72 | 0
- COC(=O)c1cc2ccccc2c(-c2c(O)ccc3ccccc23)c1O
 : -13 | 22 | 1 | 8 | 4 | -7 | -12 | 2 | 11 | 20 | -1
- CCOc1ccc(OCCC(=O)OCC(=O)Nc2ccc(N3CCOCC3)cc2)cc1
 : -20 | 10 | 7 | 10 | 7 | 1 | 9 | -10 | 18 | -4 | 8
- CCOc1ncccc1C(=O)OCc1cc(=O)oc2c(C)c(C)ccc12
 : 21 | 10 | 2 | -7 | 4 | 1 | -3 | -11 | -20 | -2 | 3
- COC(=O)c1sccc1NC(=O)CSCCc1ccccn1
 : 18 | 1 | 17 | -17 | -2 | 10 | 6 | -6 | -8 | 23 | -4
- CC(C)c1ccc(S(=O)(=O)NC2CCCC2)cc1
 : 0 | 10 | -3 | 0 | -3 | -19 | 13 | -10 | -2 | 9 | -8
- CCN1CCN(C(=O)C2CCC(CNS(=O)(=O)c3ccccc3)CC2)CC1 (stereo not drawn)
 : 1 | 0 | 0 | -2 | -7 | -12 | 1 | 21 | -3 | 3 | 6

Carrying on.
SMILES	CF NFkB block	TWEAK Fn14 block	TRAIL sens C8	TROY signal inh	LMP1 NFkB inh	SRC1 inh	Shn3 inh set2	NR5A2 inv ag	KKLEB tox	SRC3 inh	COUP-TFII inh
Cc1ccc(S(=O)(=O)N2CCSC2)cc1C	11	-9	-6	3	3	0	16	6	5	25	-9
O=c1cc(-c2ccc(O)cc2)oc2c([C@@H]3O[C@H](CO)[C@@H](O)[C@H](O)[C@H]3O)c(O)c([C@@H]3O[C@H](CO)[C@@H](O)[C@H](O)[C@H]3O)c(O)c12	6	6	8	5	8	-18	16	20	-9	11	3
CC(=O)Nc1ccc(S(=O)(=O)NCC2CCC(C(=O)NC(C)c3ccccc3)CC2)cc1 (stereo not drawn)	-6	2	-5	-4	9	-3	9	21	-3	15	9
CC(SC1=NCCN1S(=O)(=O)c1ccc(F)cc1)c1ccccc1 (stereo not drawn)	6	-1	-2	2	-10	-12	-1	-7	-1	4	2
c1ccc(Cn2c(CSc3nnnn3-c3ccccc3)nc3ccccc32)cc1	-5	-2	14	19	1	-14	20	-23	-9	-12	16
CCCc1nnc(NC(=O)CCC(=O)N2CCN(Cc3ccc(Cl)cc3)CC2)s1	16	22	23	15	10	2	15	10	0	9	16
COCCn1nnnc1C(c1ccc(OC)cc1)N1CCN(c2ccccc2F)CC1 (stereo not drawn)	-15	-15	2	-5	2	-6	3	7	11	4	10
O=C(Nc1cc2c3c(c1)CC(=O)N3CCC2)c1ccco1	3	-2	-6	17	-4	2	-14	-7	-5	6	-20
COc1ccc(OC)c(Nc2cc(C)nc3ccc(C)cc23)c1	12	9	25	-20	8	12	46	12	-17	15	22
CCOC(=O)CC(=O)CSc1nc(C)cc(-c2cccnc2)c1C#N	-2	-13	2	11	5	0	8	20	-3	-2	3
CCOC(=O)c1ccc[n+](CC(=O)Nc2cc(C(F)(F)F)ccc2Cl)c1	-7	-13	1	-6	-7	-2	-4	6	-6	-2	2
CC(=O)Nc1ccc(S(=O)(=O)NNC(=O)C(=O)NNc2ccccn2)cc1	-8	2	-17	23	0	1	nt	-7	2	1	9
COc1ccc(CN2CCC[C@]3(N[C@H](c4ccc(C(F)(F)F)cc4)[C@@H]4C(=O)N(Cc5ccccc5)C(=O)[C@@H]43)C2=O)cc1	-6	14	5	-2	-2	10	-2	-17	9	-15	-7
Cc1nn(C)cc1C(C(=O)NC1CCCCC1)N(C(=O)Cc1cccs1)c1ccc(Cl)cc1 (stereo not drawn)	18	27	26	-12	0	5	8	16	-7	4	-13
C/C(N)=C(/C#N)C(=O)CSc1nnc(Cc2ccccc2F)n1N	-34&2	0&0	-5&0	-3&-8	-2&1	-4&-11	-3&2	-9&3	14&0	-15&15	-7&3
COc1ccc(CN(C)C(=O)CCN(c2ccccc2)S(=O)(=O)c2ccc(C)cc2)c(OC)c1	34	-17	10	-10	-3	-7	23	-2	-18	5	17
O=C(Nc1cccc([N+](=O)[O-])c1)c1cc2ccccc2cc1O	60*	83*	60*	12	23	-32	31	-37	-52*	-8	63*
Cc1noc(C(=O)N2CCN(Cc3ccc4c(c3)OCO4)CC2)c1Cl	3	-8	-10	7	12	-8	13	5	8	-17	-3
Cc1ccc(CC(=O)NCCS(=O)c2ccc(Cl)cc2)cc1 (stereo not drawn)	-13	-2	-3	-11	3	6	0	4	9	13	16
COc1ccc(S(=O)(=O)NCCc2ccc(F)cc2)cc1	-4	12	-11	-1	-6	-1	-9	-9	4	5	11
Cc1ccc(-c2csc(NC(=O)CCNC(=O)c3ccc(Cl)cc3)n2)cc1	-9	13	6	10	6	1	7	7	-2	-3	-17
CCC(C)N(C(=O)COC(=O)Cc1n[nH]c(=O)c2ccccc12)C1CCS(=O)(=O)C1 (stereo not drawn)	-2	-22	-10	6	-7	9	-12	4	-5	10	8
Cc1cc(C(=O)CN2C(=O)NC(CC(C)C)C2=O)c(C)n1-c1ccccc1F (stereo not drawn)	-12	12	-4	28	9	0	3	-2	21	11	-28
O=C(OCc1cc([N+](=O)[O-])cc2c1OCOC2)c1ccccn1	4	-14	-4	-18	-12	-10	-6	-1	16	11	8
CCOc1cc(S(=O)(=O)NCCN2CCOCC2)c(C)cc1C	7	9	-10	12	-2	-18	7	-9	-2	5	-8
COCCn1c(SCC(=O)NCc2ccc3c(c2)OCO3)nnc1-c1c[nH]c2ccccc12	-12	9	-1	-12	6	8	7	-10	11	20	3
CC(=O)C1=C(O)C(=O)N(c2cccc(Br)c2)C1c1ccccc1Cl (stereo not drawn)	7	-7	-15	5	10	-8	1	-1	6	-1	17
O=S(=O)(N/N=C\c1ccc2c(c1)OCO2)c1ccc(F)cc1	-15	-3	-1	0	-1	4	3	9	7	2	14
COc1cc(OC)cc(C(=O)NNC(=O)CCc2nc3ccccc3c(=O)[nH]2)c1	-17	6	-7	2	-4	-11	17	10	-4	-20	-7
C[n+]1cnn2c1SCC1(COC1)C2	-8	-13	7	8	-2	8	7	7	4	18	22
O=C(NCc1ccco1)/C(=C/c1ccco1)NC(=O)c1ccco1	1	21	-1	11	6	-1	0	4	-10	-9	-27
CCCn1c(NC(=O)c2ccc(Cl)c(S(=O)(=O)N3CCCC3)c2)nc2ccccc21	-4	60*	43	34	3	-33	91*	-1	-7	-9	44*
O=C(/C=C/c1ccc([N+](=O)[O-])cc1)N1CCN(c2ccccc2F)CC1	4	-35	-4	-25	-4	-2	-26	-19	-2	-9	6
C[Si](C)(C)n1ccnc1	19	3	-13	5	0	-9	4	-4	-17	-29	24
Clc1ccc(-c2nc(CSc3ccccn3)cs2)cc1	-21	-12	5	-71	-49	-56	-72	-55	10	-52	-9
COc1cccc(Cn2cccc(NC(=O)Nc3ccc(C#N)cc3)c2=O)c1	-33	41	11	41	8	-1	15	13	4	13	35

Some of the compounds tested; rates above refer to the full screens.
